Myeloid diff MLP: induction of myeloid progenitor differentiation, primary screen, cell-based, flow cytometry, MLPCN library. ER-HoxA9 myeloid progenitors, lysozyme-GFP differentiation. calls only at 10 µM. actives 1% (n = 360,000). AID 624256, 2012;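 active = normalized GFP-positive differentiation at or above the plate's own cutoff, the solvent-only control mean plus 3 SD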;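 also: cells exposed to compound for four days before flow analysis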
CSM14.1 death rescue: rescue of cells from ER stress-induced death, primary screen, 384-well, CSM14.1, thapsigargin, ATP luminescence (AID 1222); CSM14.1 thapsigargin-induced death rescue, ATP luminescence; higher % means a stronger effect; cellular ATP content (survival), % at 20 µM, or EC50 in µM where a hit was titrated; 190,000 tested, under 10 active;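 active = EC50 below 50 µM in the dose-response confirmation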;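 also: death triggered by thapsigargin at about 15 µM added after 2 h compound pretreatment; cell ATP read after overnight thapsigargin exposure of roughly 18 to 22 hours; normalized against plate controls of thapsigargin alone and 5% DMSO vehicle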
PMI inhibition: human PMI inhibitors, high substrate, primary screen, biochemical, fluorescence intensity, high mannose 6-phosphate (AID 1220); recombinant PMI enzyme, coupled fluorescence intensity; higher % means a stronger effect; Mannose-6-phosphate isomerase (Homo sapiens); inhibition, % at 20 µM; hits with a dose series show IC50 in µM; actives 0.66% (n = 190,000)
LYP inhibition: inhibitors of LYP phosphatase, biochemical, fluorescence intensity, uHTS (AID 1779). actives 0.054% (n = 290,000). recombinant LYP phosphatase, fluorescence intensity; higher % means a stronger effect. Tyrosine-protein phosphatase non-receptor type 22 (Homo sapiens). inhibition, % at 11.5 µM, or IC50 in µM where a hit was titrated;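 also: plate controls were vehicle with enzyme for no effect and no enzyme for full effect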
XIAP antagonists: XIAP antagonists, biochemical, IAP family, fluorescence polarization (AID 1018); E3 ubiquitin-protein ligase XIAP (Homo sapiens); XIAP BIR domain, fluorescence polarization peptide displacement; higher % means a stronger effect; displacement, % at 20 µM; hits with a dose series show IC50 in µM; actives 0.007% (n = 200,000); in the data active = displacement above about 50%; also: a part of the inactive calls stands beside numbers as strong as those of hits
M1AAP inhibition: P. falciparum M1AAP inhibitors, biochemical, fluorogenic H-Leu-NHMec substrate, 1536-well (AID 1445); actives 0.42% (n = 220,000); inhibition, % at 30 µM; hits with a dose series show IC50 in µM; Aminopeptidase N (Plasmodium falciparum (isolate 3D7)); recombinant M1AAP, H-Leu-NHMec fluorogenic kinetic assay; higher % means a stronger effect;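 active = primary inhibition above the hit cutoff, then over 50% inhibition at one or more dose response concentrations, cut at about 23% in these data, passing the limit was not always enough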;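 also: plate controls were DMSO full reaction for no effect and no enzyme background for full effect; strong numbers were not always called active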
TNAP activators: human TNAP enzyme activators, primary screen, biochemical, luminescent, no phosphate acceptor, uHTS (AID 1001); Alkaline phosphatase, tissue-nonspecific isozyme (Homo sapiens); purified TNAP, luminescent activation assay, no phosphate acceptor; higher activation fold means a stronger effect; activation fold at 20 µM, or EC50 in µM where a hit was titrated; actives 0.03% (n = 200,000); in the data active = activation fold from about 3, or a potency from the dose series; inactive = the rest, 99 in 100 with activation fold below about 1.6; also: many of its hits are not listed in these tables
human PMI inhibition: inhibitors of human PMI, primary screen, biochemical, fluorescence intensity, coupled assay (AID 1209) | Mannose-6-phosphate isomerase (Homo sapiens) | purified PMI enzyme, coupled fluorescence intensity; higher % means a stronger effect | inhibition, % at 20 µM, or IC50 in µM where a hit was titrated | actives 0.42% (n = 190,000);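 also: plate controls were DMSO vehicle for no effect and wells lacking substrate for full effect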
M17LAP inhibition: P. falciparum M17LAP inhibitors, primary screen, biochemical, fluorogenic H-Leu-NHMec substrate, 1536-well (AID 1619) | Leucine aminopeptidase (Plasmodium falciparum (isolate 3D7)) | recombinant M17LAP, H-Leu-NHMec fluorogenic kinetic assay; higher % means a stronger effect | inhibition, % at 30 µM; hits with a dose series show IC50 in µM | actives 0.38% (n = 220,000);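 active = compound inhibiting the enzyme by more than half at any dose during confirmatory dose-response retesting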;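 also: plate controls were full reaction with DMSO carrier for no effect and no enzyme background for full effect; strong numbers were not always called active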
Myeloid diff MLP GFP+ MAC1+ %: further read-out of Myeloid diff MLP, marked with its call; GFP+ MAC1+ double positive, %; measured here: differentiation confirmed by MAC1 staining
The depositor's hits bear a star; i = inactive; · = no result given; + = active, no number; & = joins results of further samples. Rule as the data show it, unless noted: active = inhibition above about 50%; inactive = the rest. Rows are unselected. About 2.7% of those tested had a hit in this group.

SMILES	Myeloid diff MLP	Myeloid diff MLP GFP+ MAC1+ %	CSM14.1 death rescue	PMI inhibition	LYP inhibition	XIAP antagonists	M1AAP inhibition	TNAP activators	human PMI inhibition	M17LAP inhibition
Cc1cccc(C(=O)NC2CCN(S(=O)(=O)c3ccccc3)CC2)c1	i	0.9	-0.9%	9%	-5%	-10%	-3%	1.1	-7%	6%
O=C(NC1CC1)C1=C[C@@H](C2CC2)C[C@@H](OCc2ccc(CO)cc2)O1	i	2.7	·	·	-3%	·	-1%	·	·	9%
COc1ccc2c(c1)CCc1c(C(=O)NC3CCCCC3)noc1-2	i	4.9	-2.0%	4%	-8%	-4.6%	0%	1.2	5%	-6%
Cc1cc(C)c2nc(N3CCCC(C(=O)NCCCN4CCOCC4)C3)sc2c1 (stereo not drawn)	i	1.0	4.4%	-5%	-9%	-2.5%	1%	1.1	12%	-6%
CCOc1cc(S(=O)(=O)NCC2OCCc3ccccc32)c(OCC)cc1-n1cnnn1 (stereo not drawn)	i	1.2	-1.0%	5%	-4%	3.7%	0%	1.1	1%	11%
O=C(/C=C\c1ccco1)NC(=S)Nc1ccccc1O	i	4.8	·	·	-2%	·	6%	·	·	5%
Nc1c(C=C2C=CC(=O)C=C2)c(=O)nc2snc(SCc3ccccc3)n12	i	0.1	·	·	-4%	·	15%	·	·	-4%
O=C(CSc1nnc(-c2ccc(Cl)s2)o1)N1CCCc2ccccc21	i	0.8	3.7%	7%	-7%	-2.4%	8%	1.2	-19%	4%
CC1CC2=C(CC1/C=N/NC(N)=S)C(C)(C)CCC2 (stereo not drawn)	i	5.6	-2.3%	7%	3%	-2.6%	0%	1	16%	2%
CCOC(=O)C1(Cc2cccc(OC)c2)CCCN(Cc2cnn(C)c2)C1 (stereo not drawn)	i	0.2	-0.7%	-8%	-4%	-2.4%	1%	1.1	-4%	-5%
COc1ccc(NC(=O)c2ccc(-c3ccc([N+](=O)[O-])cc3)o2)cc1	i	0.3	-0.3%	22%	0%	0.7%	10%	1.1	-5%	-2%
Cc1ccc(-n2nc3c(c2NC(=O)c2c(-c4ccccc4Cl)noc2C)CSC3)cc1	·	·	-1.8%	2%	-4%	-1.0%	7%	1.1	8%	14%
Cc1cc(Cl)ccc1N1C(=O)CC(SCCC(=O)O)C1=O (stereo not drawn)	i	2.0	1.3%	0%	-4%	-0.6%	1%	1.1	5%	19%
CCOC(=O)c1cnc(SC)nc1N1CCCC1	i	0.2	2.4%	1%	-6%	-4.7%	0%	1.1	-1%	1%
Cc1ccc(O)c(C(=O)c2cnc3c(c2)CN(CCC(C)C)C(=O)N3)c1	i	0.2	1.0%	-8%	0%	-4.0%	4%	0.9	-17%	5%
CCNC(=O)CON=C1c2ccccc2-c2ccccc21	i	1.3	-0.2%	-4%	7%	0.5%	6%	1.1	-1%	-9%
Cc1cc(NC(=O)CSc2ncnc3c2cnn3-c2cccc(Cl)c2)no1	i	0.6	-0.6%	-2%	-4%	-1.1%	7%	1.1	-9%	2%
COC(=O)C1=C(C)N(Cc2ccc(C)cc2)C(=O)C1	i	0.9	4.5%	7%	-2%	-2.4%	-2%	1.1	4%	-9%
N#C/C(=N\Nc1ccc([N+](=O)[O-])cc1)C(N)=S	i	0.6	·	·	1%	·	13%	·	·	28%
Cn1nc(C(=O)NNc2c(F)c(F)cc(F)c2F)c2ccccc2c1=O	i	0.2	1.8%	-11%	-6%	-0.5%	0%	1.1	-11%	10%
Cc1cc(NC(=O)CSc2nc3ccsc3c(=O)n2Cc2ccccn2)n[nH]1	i	1.1	1.4%	4%	-9%	-5.4%	11%	1.1	6%	3%
O=C(NCCC1=CCCCC1)c1cnccn1	i	1.7	0.0%	-2%	-3%	-0.9%	11%	1.1	0%	3%
CCCC1=[N+](CC)CCn2c(C)ccc21	i	2.2	-1.1%	13%	2%	-3.3%	47%*	1.2	17%	13%
CCOC(=O)c1ccc(NC(=S)NCCc2ccccc2F)cc1	i	0.4	-1.4%	7%	2%	2.7%	6%	2	15%	5%
O=C(c1ccco1)N1CCN(Cc2ccc(Cl)cc2)CC1	i	2.1	0.0%	-6%	-4%	-2.9%	0%	1.1	7%	7%

Compounds shown so far that have two or more sulfur atoms:
SMILES	Myeloid diff MLP	Myeloid diff MLP GFP+ MAC1+ %	CSM14.1 death rescue	PMI inhibition	LYP inhibition	XIAP antagonists	M1AAP inhibition	TNAP activators	human PMI inhibition	M17LAP inhibition
Nc1c(C=C2C=CC(=O)C=C2)c(=O)nc2snc(SCc3ccccc3)n12	i	0.1	·	·	-4%	·	15%	·	·	-4%
O=C(CSc1nnc(-c2ccc(Cl)s2)o1)N1CCCc2ccccc21	i	0.8	3.7%	7%	-7%	-2.4%	8%	1.2	-19%	4%
Cc1cc(NC(=O)CSc2nc3ccsc3c(=O)n2Cc2ccccn2)n[nH]1	i	1.1	1.4%	4%	-9%	-5.4%	11%	1.1	6%	3%

Later entries:
SMILES	Myeloid diff MLP	Myeloid diff MLP GFP+ MAC1+ %	CSM14.1 death rescue	PMI inhibition	LYP inhibition	XIAP antagonists	M1AAP inhibition	TNAP activators	human PMI inhibition	M17LAP inhibition
CCn1c(NCc2ccc(N(C)C)cc2)nc2ccccc21	i	0.9	-2.8%	8%	2%	-3.4%	1%	1.1	12%	2%
CCN(C(=S)Nc1cccnc1)c1cccc2ccccc12	i	0.9	0.1%	·	-3%	-1.6%	5%	1.2	61%*	-6%
Cc1c(C)c2c(C)nn(-c3ccccc3)c2[nH]c1=O	i	1.6	2.8%	-2%	-14%	-5.1%	11%	1	-11%	-15%
CCN1CCN(C(=O)c2ccc3c(=O)n(C4CCCC4)c(=S)[nH]c3c2)CC1	i	1.3	·	0%	-7%	0.4%	8%	1	3%	-2%
CCOC(=O)C1=C(C)Nc2ncnn2C1c1ccc(N(C)C)cc1 (stereo not drawn)	i	1.3&6.8	1.1%	14%	-9%	-5.3%	22%	1.1	2%	9%
CC(C)C(NS(=O)(=O)c1ccc2c(c1)oc(=O)n2C)C(=O)N1CCN(C2CCCCC2)CC1 (stereo not drawn)	i	6.0	-0.5%	-6%	-6%	-6.9%	-2%	0.9	-5%	-8%
CCCNC(=O)CCn1c(=S)oc2ccccc21	i	0.3	·	·	-7%	·	1%	·	·	-2%
CCCCCSc1nc2c(c(=O)[nH]c(=O)n2C)n1C	+	5.8*	2.3%	10%	-2%	-2.9%	4%	1.1	1%	11%
CCc1ccccc1NC(=S)NNC(=O)c1ccccc1Cl	i	0.5	-1.4%	0%	-5%	-3.1%	-7%	2.3	-1%	5%
CN1CCN(CCCCOc2ccccc2-c2ccccc2)CC1	i	0.2	-2.0%	-18%	-4%	-10%	-1%	1.1	-4%	-2%
CC(C)C(OC(=O)CN1C(=O)COc2ccccc21)C(=O)NC1CCCC1 (stereo not drawn)	i	0.6	-1.4%	20%	1%	-2.0%	0%	1	9%	-2%
Cc1ccc(C(c2sc3nc(C)nn3c2O)N2CCOCC2)cc1 (stereo not drawn)	i	0.9	0.9%	-7%	1%	-2.8%	5%	1.1	3%	8%
CCC(=O)NC(NC(=S)Nc1cccc2cccnc12)C(Cl)(Cl)Cl (stereo not drawn)	i	0.5	0.1%	38%	-8%	-1.2%	7%	1.2	26%	-1%
COC(=O)Cc1c[nH]c2cccc(OCC(O)CN(Cc3ccccc3)C(C)C)c12 (stereo not drawn)	i	0.5	-1.6%	-9%	-7%	-4.5%	7%	1.1	-17%	7%
O=C1[C@@H]2[C@H](Cc3ccc(O)cc3)N[C@]3(C(=O)Nc4ccccc43)[C@@H]2C(=O)N1c1ccc(F)cc1	i	1.1	-0.6%	5%	-5%	-2.6%	12%	1.1	5%	2%
c1ccc(-c2nc(NCC3CCCO3)c3ccccc3n2)nc1 (stereo not drawn)	i	0.5	-2.2%	17%	-3%	-8.3%	-5%	1.1	21%	-14%
CCOC(=O)c1sc(NC(=O)c2ccc(Cl)s2)cc1C	i	1.3	-4.0%	6%	-3%	-2.1%	4%	1.1	8%	-6%
O=C1CC(C(=O)N(CC2CCCO2)C(C(=O)NC2CCCCC2)c2ccncc2)CS1 (stereo not drawn)	i	4.9	-0.7%	4%	1%	-2.8%	3%	1.1	0%	-8%
COCCCn1c(C(C)C)nc2oc3cc(OC)ccc3c(=O)c2c1=O	i	0.7	2.7%	8%	-4%	-0.8%	0%	1.1	8%	-6%
Cc1ccc(/C=C/C(=O)Nc2cc(=O)n(C)c(=O)n2C)o1	i	0.5	-1.0%	-21%	-5%	-5.6%	-3%	1.2	-36%	14%
Cc1nn(-c2ncc(C(F)(F)F)cc2Cl)c(=O)n1-c1cccc(F)c1	i	0.2	·	2%	-2%	1.5%	8%	1.1	1%	9%
O=C(/C=C/c1cccc2ccccc12)N1CCOCC1	i	0.4	·	·	-6%	·	4%	·	·	-4%
CCOC(=O)Cn1nc(C)n(-c2cccc(Cl)c2)c1=O	i	1.6	-0.6%	-8%	-1%	-9.2%	-2%	1.1	-6%	0%
C=CCc1cc(Cl)ccc1OCCN1CC(C)OC(C)C1 (stereo not drawn)	i	0.2	-2.0%	-2%	-4%	-4.2%	1%	1	5%	1%
Oc1ccc(Cl)cc1C1=Nc2ccccc2N=C(c2ccco2)C1	i	7.6	2.0%	-7%	-2%	1.5%	13%	1.1	-2%	-3%
The listing continues.
SMILES	Myeloid diff MLP	Myeloid diff MLP GFP+ MAC1+ %	CSM14.1 death rescue	PMI inhibition	LYP inhibition	XIAP antagonists	M1AAP inhibition	TNAP activators	human PMI inhibition	M17LAP inhibition
CC1CN(C(=O)Cn2cnc3c2c(=O)n(C)c(=O)n3C)CC(C)O1 (stereo not drawn)	i	0.8	-3.0%	-3%	-9%	-0.2%	-2%	1.2	-1%	-2%
O=C(COC(=O)/C=C/c1cccs1)NC(=O)Cc1ccccc1	·	·	-1.5%	12%	-2%	-7.0%	-1%	1.1	15%	13%
c1ccc2c(c1)CCN(c1nc3cc4c(cc3s1)OCCO4)C2	i	2.1	-5.6%	7%	8%	-3.4%	2%	0.9	9%	-1%
CCCCCC(=O)Nc1cccc2ccccc12	i	0.4	1.1%	27%	-5%	-8.9%	1%	1.1	-6%	-1%
COC(=O)c1cc(NC(=O)CC2SC(=Nc3ccccc3)N(CCc3c[nH]c4ccccc34)C2=O)cc(C(=O)OC)c1 (stereo not drawn)	i	1.4	-1.1%	18%	-2%	-8.9%	3%	1.1	23%	0%
Cc1ccc(NC(=S)N=Nc2c(O)[nH]c3ccccc23)cc1	i	0.0	-0.5%	-3%	-4%	-4.0%	3%	1.1	-5%	-3%
COc1ccc(Oc2ncnc3sccc23)cc1	i	0.5	-0.8%	-1%	3%	-2.9%	-4%	1.1	0%	9%

Screening results deposited in PubChem by several laboratories.
